JMJD2A Tudor: JMJD2A Tudor domain (human) inhibition | AlphaScreen JMJD2A-Tudor / H3K4me3 peptide binding | Potency, µM (series often up to 114 µM), inactives show at the top dose activity change, negative = inhibition, hits mostly inhibitors | O75164 | 390,000 tested, 4.4% active; also: % is scaled to controls: 0 for no effect and ±100 for the full control effect; nearly all actives have a fitted effect of over 50% in size
G9a inh: inhibitors of human histone lysine methyltransferase G9a; Q96KQ7; 350,000 tested, 8.8% active; Potency, µM (series often up to 102 µM), inactives show at the top dose activity, negative = inhibition, most hits filed as inhibitors; G9a H3K9 monomethylation, AlphaScreen, 2 h; also: % is scaled to controls: 0 for no effect and ±100 for the full control effect; nearly all actives have a fitted effect of over 75% in size
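Methyltransferase reactions run at room temperature for 2 h (20 nM enzyme, 500 nM biotin-H3K9 peptide, 20 uM SAM) after a 15 min compound preincubation; product detected by AlphaScreen beads and anti-H3K9me1 antibody.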
Pol eta inh: blocks human DNA polymerase eta activity. Q9Y253. recombinant Pol eta, fluorescent DNA replication assay. Potency, µM (series often up to 114 µM), inactives show at the top dose activity change, negative = inhibition, usual class: inhibitors. 390,000 tested, 1.2% active; also: % is scaled to controls: 0 for no effect and ±100 for the full control effect
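Fluorescent replication assay: 50 nM final substrate added after a 15 min room-temperature compound preincubation with 10 nM enzyme. Signal taken at 0 min and again at 10 min.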
POLB inh: blocks human DNA polymerase beta activity; P06746; Pol beta primer extension/strand displacement, fluorescence kinetic; Potency, µM (series often up to 114 µM), without a hit: at the top dose activity change, negative = inhibition, usual class: inhibitors; 340,000 tested, 1.3% active; AID 485314; also: % is scaled to controls: 0 for no effect and ±100 for the full control effect
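Pol beta (10 nM) was preincubated with compound for 15 min at room temperature. The reaction was then started with 50 nM substrate and read immediately and after a further 10 min at room temperature.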
BLM helicase inh: Bloom syndrome helicase (human) inhibition | recombinant BLM DNA unwinding, fluorescence dequenching | Potency, µM (doses to about 56.1 µM), for the others: at the top dose activity change, negative = inhibition, most hits filed as inhibitors | AID 2528 | 350,000 tested, 0.2% active | P54132;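 also: plate controls were vehicle for no effect and no enzyme for full effect; nearly all actives have a fitted effect of over 35% in size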
APEX1 inh: inhibitors of human APE1 endonuclease; Potency, µM (top dose mostly 65.8 µM), for the others: at the top dose activity change, negative = inhibition, hits mostly inhibitors; P27695; recombinant APE1, TAMRA/BHQ-2 abasic DNA cleavage fluorescence; 350,000 tested, 0.35% active;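 also: plate controls were vehicle for no effect and reference inhibitor for full effect; nearly all actives have a fitted effect of over 55% in size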
Target sequence (P27695 whole entry, looked up): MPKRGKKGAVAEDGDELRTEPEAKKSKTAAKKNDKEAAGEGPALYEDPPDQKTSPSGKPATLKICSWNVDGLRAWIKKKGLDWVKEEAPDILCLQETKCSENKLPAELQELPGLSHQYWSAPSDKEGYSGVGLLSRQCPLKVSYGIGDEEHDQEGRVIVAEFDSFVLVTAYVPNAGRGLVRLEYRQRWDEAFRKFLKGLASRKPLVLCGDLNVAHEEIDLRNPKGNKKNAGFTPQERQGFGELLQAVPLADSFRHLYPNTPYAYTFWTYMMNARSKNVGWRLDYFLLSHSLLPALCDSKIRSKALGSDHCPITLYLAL
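Substrate: short duplex with […] THF abasic site, 5'-TAMRA and 3'-BHQ-2, 50 nM final. APE1 at 0.75 nM, preincubated 15 min RT with compound. Fluorescence increase from first to third read measured activity.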
Pol kappa inh: DNA polymerase kappa (human) inhibition | Potency, µM (doses to about 107 µM), inactives show top-dose activity, negative = inhibition, hits mostly inhibitors | 400,000 tested, 0.53% active | purified Pol kappa, fluorescent DNA synthesis assay, 10 min; also: % is scaled to controls: 0 for no effect and ±100 for the full control effect
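10 nM Pol kappa preincubated 15 min at room temperature with compounds, then reaction started with substrate at 50 nM final. Fluorescence read kinetically at 0 and 10 min; buffer-only wells served as negative control.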
POLI inh: blocks human DNA polymerase iota activity | Pol iota fluorescent replication assay, 10 min | Potency, µM (series often up to 115 µM), for inactives: at the highest dose activity, negative = inhibition, most hits filed as inhibitors | 390,000 tested, 1% active | AID 588590
Target sequence (Q9UNA4 whole entry, looked up): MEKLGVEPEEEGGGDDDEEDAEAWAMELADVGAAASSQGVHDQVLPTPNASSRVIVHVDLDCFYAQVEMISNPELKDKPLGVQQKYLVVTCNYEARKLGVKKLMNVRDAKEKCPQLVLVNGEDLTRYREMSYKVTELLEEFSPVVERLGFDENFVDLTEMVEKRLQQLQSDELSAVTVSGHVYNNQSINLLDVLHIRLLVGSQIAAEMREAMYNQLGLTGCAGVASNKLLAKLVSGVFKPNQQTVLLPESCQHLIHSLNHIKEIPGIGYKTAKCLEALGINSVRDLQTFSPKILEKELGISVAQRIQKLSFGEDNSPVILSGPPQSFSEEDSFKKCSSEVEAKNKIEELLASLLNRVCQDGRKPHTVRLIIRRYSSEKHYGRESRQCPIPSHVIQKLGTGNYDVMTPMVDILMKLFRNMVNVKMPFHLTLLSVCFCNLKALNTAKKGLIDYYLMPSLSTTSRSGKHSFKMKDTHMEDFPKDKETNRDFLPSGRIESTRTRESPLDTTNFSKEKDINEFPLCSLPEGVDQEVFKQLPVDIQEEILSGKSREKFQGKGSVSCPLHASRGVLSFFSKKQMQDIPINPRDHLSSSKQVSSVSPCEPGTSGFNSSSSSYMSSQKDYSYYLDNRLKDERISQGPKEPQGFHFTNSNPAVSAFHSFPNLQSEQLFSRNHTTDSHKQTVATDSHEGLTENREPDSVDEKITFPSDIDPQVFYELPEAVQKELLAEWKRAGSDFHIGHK
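Pol iota at 10 nM preincubated 15 min with compounds at room temperature; reaction started with fluorescent substrate, 50 nM final. Fluorescence read kinetically at 0 and 10 min; buffer-only wells as negative control.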
BAZ2B block: blocks human BAZ2B; Q9UIF8; AlphaScreen BAZ2B-H3K14Ac peptide displacement; Potency, µM (highest dose often 114 µM), inactives show at the highest dose activity change, negative = inhibition, actives largely listed as inhibitors; 360,000 tested, 4.4% active; AID 504333; also: % is scaled to controls: 0 for no effect and ±100 for the full control effect; nearly all actives have a fitted effect of over 60% in size
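AlphaScreen luminescence quantifies BAZ2B engagement of H3K14Ac peptide; the protein and biotinylated peptide are both at 50 nM final, buffer PBS pH 7.4 with 0.01% Tween-20, all steps at room temperature.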
The depositor's hits bear a star; u = inconclusive; x = not tested or not shown; [ ] = another dose, or the depositor's remark. Calls follow the shape of the dose curve; as a rule, active = well fitted curve in the direction sought with a large enough effect; inconclusive = small, poorly fitted or top-dose-only effect, or another doubt; inactive = no such curve, though single readings can be large; an effect the other way counts as inactive or inconclusive. Potency is read from the fitted curve at half-maximal effect.

| APEX1 inh | BAZ2B block | JMJD2A Tudor | POLB inh | POLI inh | G9a inh | Pol eta inh | Pol kappa inh | BLM helicase inh | SMILES |
| --- | --- | --- | --- | --- | --- | --- | --- | --- | --- |
| 13% | -6% | 0% | 23% | 5% | 7% | -3% | -12% | -8% | N#CCCNS(=O)(=O)c1ccc(C(=O)OCC2CCCCC2)cc1 |
| 6% | -4% | -13% | -21% | 130%[activator] | 7% | -8% | -28% | -4% | COc1cc(OC)c(OC)cc1/C=C/c1cc(C(F)(F)F)[nH]c(=O)n1 |
| 38% | 5% | 5% | x | 44%[activator] | 2%[59 µM] | -5% | -4% | x | COc1cc(/C=C/C(=O)OCC(=O)N2CCC(C)CC2)ccc1OCC#N |
| 4% | 23% | 3% | -26% | 0% | 29% | -11% | -12% | 2% | Cc1ccc(SCC(=O)N2CCCC2)cc1 |
| x | x | -14% | x | 16% | x | -17% | -8% | x | CCOC(=O)C1=C(C)NC(C)=C(C(=O)OCC)C1c1nc2ccccc2[nH]1 |
| 10% | -13% | -10% | u | 193%[activator] | u | -15% | 4% | -3% | CN(CCCN1CCOCC1)Cc1cn(C)nc1-c1ccccc1F |
| -4% | -11% | -3% | -1% | u | -6% | 10% | -31% | -4% | CCc1ccc(NC(=O)COC(=O)/C=C/c2c(C)nn(C3CCS(=O)(=O)C3)c2Cl)cc1 (stereo unspecified) |
| -10% | -2% | -5% | 24% | 134%[activator] | 13%[59 µM] | -21% | -1% | 3% | CCOC(=O)NN=C1c2ccccc2-c2ccccc21 |

Just G9a inh and Pol eta inh, for some of the entries so far:
Compound	G9a inh	Pol eta inh
CN(CCCN1CCOCC1)Cc1cn(C)nc1-c1ccccc1F	u	-15%
COc1cc(/C=C/C(=O)OCC(=O)N2CCC(C)CC2)ccc1OCC#N	2%[59 µM]	-5%
CCc1ccc(NC(=O)COC(=O)/C=C/c2c(C)nn(C3CCS(=O)(=O)C3)c2Cl)cc1 (stereo unspecified)	-6%	10%
N#CCCNS(=O)(=O)c1ccc(C(=O)OCC2CCCCC2)cc1	7%	-3%
CCOC(=O)C1=C(C)NC(C)=C(C(=O)OCC)C1c1nc2ccccc2[nH]1	x	-17%

(more compounds)
| APEX1 inh | BAZ2B block | JMJD2A Tudor | POLB inh | POLI inh | G9a inh | Pol eta inh | Pol kappa inh | BLM helicase inh | SMILES |
| --- | --- | --- | --- | --- | --- | --- | --- | --- | --- |
| x | -16% | 3% | -26% | 14% | 4%[59 µM] | -12% | -7% | -1% | Cc1ccc(C(=O)Nc2ccc(-c3cn4cccnc4n3)cc2)cc1C |
| -17% | 8% | -16% | 12% | 17% | 18% | 6% | 5% | 84%[activator] | CCN(CC)CCCNC(=O)c1cc2c(=O)[nH]c3ccc(C)cc3c2s1 |
| -2% | -6% | -5% | 0% | 0% | u | 3% | -9% | 4% | O=C(Nc1ccccc1F)c1ccc2nc(N3C(=O)CCC3=O)sc2c1 |
| 29% | -20% | -9% | x | 2% | -26%[12.7 µM] | 1% | 4% | x | Cc1cccc(NC(=O)CN2CCN(C(=O)C(C)Oc3ccc(C#N)cc3)CC2)c1C (stereo unspecified) |
| x | -9% | -19% | 25% | 11% | -28%[59 µM] | 6% | 5% | -4% | CC(NC(=O)c1cc2sccc2n1Cc1ccc(F)cc1)c1ccccc1 (stereo unspecified) |
| 5% | -2% | -1% | -12% | 11% | -7% | -19% | -1% | -9% | O=C(Cc1cccs1)Nc1nc(-c2ccccc2)cs1 |
| 0% | -1% | 8% | -11% | 7% | 19% | -4% | -6% | -3% | Cc1cc(C)c2c(=O)cc(C(F)F)oc2c1 |
| x | -21% | -13% | -6% | 5% | 13%[59 µM] | -15% | 0% | -1% | CCOc1ccc(CNC(=O)CN2C(=O)CSc3c2c(C)nn3-c2ccccc2)cc1 |
| -1% | x | 0% | 9% | 9% | 3% | -14% | -6% | -8% | COc1ccccc1C(C)NCC(=O)NCC(=O)Nc1ccc(F)c(F)c1F (stereo unspecified) |
| 0% | u | -12%[11.4 µM] | 3% | u | -32% | 26% | -6% | -2% | COc1ccc(C2c3ccc(O)cc3Oc3ncn(Cc4ccco4)c(=N)c32)cc1OC (stereo unspecified) |
| -1% | 4% | -15% | 1% | -2% | 11% | -13% | 2% | 1% | CN1CCN(c2ccccc2NC(=O)Cc2ccc(Cl)cc2)CC1 |
| -7% | 6% | 6% | 0% | 118%[activator] | 14% | -9% | -10% | -4% | COc1cccc(C(=O)Nc2nnc(-c3ccc(OC)cc3OC)s2)c1 |
| -8% | -9% | -18% | 22% | 27% | 23%[59 µM] | -20% | 0% | -4% | O=C(CSCc1c(F)cccc1Cl)NCc1ccncc1 |
| 1% | -35% | -35% | 20% | 8% | u | 1% | -5% | -8% | CCC(C)c1ccc(NC(=S)Nc2ccc(OC)c(OC)c2)cc1 (stereo unspecified) |
| x | -10% | -5% | u | 100%[activator] | -38%[59 µM] | 89µM* | -11% | -3% | Cc1ccc(C(=O)Nc2nnc(S(=O)(=O)N3CCCc4ccccc43)s2)cc1 |
| 0% | 1% | -24% | -11% | u | 45µM* | -17% | 2% | 0% | Cc1cccc(-n2c(SCC(=O)N3CC(=O)Nc4ccccc43)nc3ccccc3c2=O)c1C |

Complete entries as entered above.
N#CCCNS(=O)(=O)c1ccc(C(=O)OCC2CCCCC2)cc1 across the screens: APEX1 inh = 13%; BAZ2B block = -6%; JMJD2A Tudor = 0%; POLB inh = 23%; POLI inh = 5%; G9a inh = 7%; Pol eta inh = -3%; Pol kappa inh = -12%; BLM helicase inh = -8%
Cc1ccc(C(=O)Nc2nnc(S(=O)(=O)N3CCCc4ccccc43)s2)cc1 across the screens: APEX1 inh = x; BAZ2B block = -10%; JMJD2A Tudor = -5%; POLB inh = u; POLI inh = 100%[activator]; G9a inh = -38%[59 µM]; Pol eta inh = 89µM*; Pol kappa inh = -11%; BLM helicase inh = -3%
Cc1ccc(SCC(=O)N2CCCC2)cc1 across the screens: APEX1 inh = 4%; BAZ2B block = 23%; JMJD2A Tudor = 3%; POLB inh = -26%; POLI inh = 0%; G9a inh = 29%; Pol eta inh = -11%; Pol kappa inh = -12%; BLM helicase inh = 2%

Following part
| APEX1 inh | BAZ2B block | JMJD2A Tudor | POLB inh | POLI inh | G9a inh | Pol eta inh | Pol kappa inh | BLM helicase inh | SMILES |
| --- | --- | --- | --- | --- | --- | --- | --- | --- | --- |
| 12% | -6% | -5% | 5% | -1% | x | -15% | -13% | -1% | Cc1ccccc1N1CCN(C2CCCN(C(=O)CN3CCCC3=O)C2)CC1 (stereo unspecified) |
| 4% | -24% | -16% | 0% | 205%[activator] | -30%[59 µM] | -19% | -11% | -3% | CCOC(=O)N/N=C/c1cn(CCCOc2ccccc2)c2ccccc12 |
| 57%[activator] | -13% | -19% | -7% | 44% | 17% | -20% | -9% | -4% | COc1ccc(N(Cc2cc3cc(OC)ccc3[nH]c2=O)S(=O)(=O)c2ccc(NC(C)=O)cc2)cc1 |
| x | x | -17% | x | 17% | x | -6% | -4% | x | CCCn1c(C)cc(/C=C(\C#N)C(=O)OCC(=O)N(CC)c2c(N)n(Cc3ccccc3)c(=O)[nH]c2=O)c1C |
| -3% | -12% | 6% | -2% | 24% | 40µM* | -1% | 3% | 0% | Cc1ccc(CNC(=O)c2ccccc2N(C)S(C)(=O)=O)cc1 |
| 2% | 5% | -5% | x | 4% | 14%[0.501 µM] | -15% | -4% | x | CN(C)S(=O)(=O)c1ccc(N2CCCC2)c(C(=O)Nc2ccc(C(N)=O)cc2)c1 |
| -1% | 6% | -13% | 6% | 15% | 17%[59 µM] | -8% | -7% | -4% | COc1ccc(OC)c(S(=O)(=O)Nc2ccc(CC(=O)O)cc2)c1 |
| 3% | 1% | -13% | 14% | 112%[activator] | -36%[59 µM] | -2% | -8% | -6% | Cc1ccc(OCC(=O)OC(C)CN(C)Cc2ccccc2)cc1 (stereo unspecified) |
| 4% | 10% | -1% | -1% | 18% | 24% | -7% | 1% | -6% | COc1cccc(C(=O)O/N=C/c2ccc(Sc3ccc(C)cc3)nc2)c1 |
| 4% | u | 1% | -11% | -16% | u | -9% | -1% | 1% | O=C(O)c1sccc1S(=O)(=O)c1ccccc1 |
| x | -14% | -6% | 4% | -5% | -7%[59 µM] | -15% | -7% | -7% | COc1ccc2oc(-c3ccc(C)c(NC(=O)c4ccc5c(c4)OCCO5)c3)nc2c1 |
| -9% | 3% | 3% | u | -2% | x | 2% | -7% | -3% | Cc1ccc2nc(NCCNC(=O)c3ccccc3)c(C#N)cc2c1 |
| 2% | x | x | x | x | 4%[12.7 µM] | x | -4%[60.1 µM] | 1% | COc1ccc(C(=O)N2CCC3(CCCN(CC(C)C)C3)CC2)cc1 |
| 15% | -5% | -32% | 31% | 24% | x | 8% | 3% | -2% | CCOC(=O)c1cccc(NC(=O)Nc2ccc3c(c2)C(=O)OC3)c1 |
| x | -28% | -2% | 29% | 7% | -33%[59 µM] | -10% | -6% | 1% | CCc1nnc(SC(CC)C(=O)NCCOC)c2cc3occc3n12 (stereo unspecified) |
| 6% | 3% | 6% | 8% | -8% | 44%[12.7 µM] | -12% | 3% | 0% | O=c1[nH]c2ccccc2c(=O)n1Cc1ccccc1 |
| x | 1% | 1% | 43% | 18% | 9%[59 µM] | x | 4% | -4% | COc1ccc(-c2nc(CNS(=O)(=O)c3ccccc3)cs2)cc1 |
| -1% | -27% | -17% | -18% | 2% | -50% | -13% | 3% | -1% | O=C1OCC(c2ccccc2)=C1c1ccccc1[N+](=O)[O-] |
| -15% | 1% | 2% | 9% | 56%[activator] | x | -6% | -8% | -3% | O=C(Cc1ccccc1)NCC(=O)OCc1ccccc1F |
| -8% | -11% | -6% | 7% | 7% | -2%[59 µM] | -4% | -35% | -3% | COc1ccc(Nc2ncnc3ccccc23)c(OC)c1 |
| 5% | x | -13% | 6% | 80%[activator] | -32% | -10% | -10% | -3% | Cc1ccc(SCCC(=O)N/N=C/c2ccncc2)cc1 |
| -1% | 8% | 2% | 3% | 7% | 2% | -13% | -5% | 0% | O=C(NCCc1ccccc1)c1noc2c1CCCCC2 |

Looked up above.
Reading for O=C(Cc1ccccc1)NCC(=O)OCc1ccccc1F under Pol kappa inh: -8%
Reading for O=C1OCC(c2ccccc2)=C1c1ccccc1[N+](=O)[O-] under BLM helicase inh: -1%

This is a subset; the hit share may differ from the screen's.
